Assay outcomes deposited in PubChem BioAssay by several laboratories.
E coli growth: bacterial growth inhibition, counter-screen for AddAB inhibitors; E. coli V3065 growth, OD600 absorbance, 18 h; hit rate 0.27% among 330,000; AID 449728; inhibition, % at 11.9 µM;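 active means inhibition above the campaign's mean inhibition across all tested compounds plus 3 SD, cut at about 9.9% in these data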;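 further: uninfected addAB+ strain grown without phage in ampicillin broth; 0% = DMSO wells and 100% = ciprofloxacin 0.95 µg/ml wells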
PKA-R1A activ: activates the PKA-R1A holoenzyme complex. activation, % at 11.4 µM. PKA-R1A dissociation, Cy5-IP20 fluorescence polarization; scaled: DMSO 0%, 113 µM cGMP 100%. P00514+P68181. hit rate 0.083% among 340,000;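 active means percent activation above the mean of all tested compounds plus 3 SD, cut at about 19% in these data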;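 further: higher means more PKAc released from R1A so a rise in polarization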
Tat transport: inhibitors of E. coli Tat protein transport. E. coli MC4100 TorA-mCherry Tat export, fluorescence. inhibition, % at 10 µM. hit rate 0.036% among 340,000. AID 488895;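 active means mean replicate inhibition at least 50% and at least half of replicates individually reaching 50%; inconclusive means only one of the two criteria met; inactive means neither criterion met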;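 further: exported cargo escapes ClpAP degradation while cytoplasmic cargo is degraded and loses fluorescence; 0% = median of neutral control wells and 100% = median of NaSCN control wells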
SUMO Mot1 rescue: blocks SUMOylation pathway, rescuing yeast Mot1-301 growth; AID 2716; growth rescue, % at 18.8 µM; hit rate 1% among 320,000; S. cerevisiae Mot1-301 growth rescue, ATP luminescence, 38.5C; percent above DMSO median, 100 means doubled;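 active means every valid replicate shows activation above 250% relative to neutral control wells; inactive means the rest, any valid replicate at or below 250%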;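 further: OY570 slx delta 5 strain wells were the positive control but not used for scaling; some compounds called inactive have numbers as strong as hits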
CDK5 inh: blocks human CDK5/p35 kinase activity; Q00535+Q15078; Recombinant CDK5/p35, ADP-Glo luminescence, 60 min; inhibition, % at 10 µM; hit rate 0.01% among 330,000; AID 488839;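 active means highest replicate inhibition of at least 50% and at least 75% of replicates reaching 50%; inconclusive means only one of the two criteria met; inactive means both criteria failed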;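 further: plate controls were DMSO neutral control for no effect and GW8510 at 10 µM for full effect; many of its hits are not listed in these tables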
Target sequence (Q00535 whole entry, looked up): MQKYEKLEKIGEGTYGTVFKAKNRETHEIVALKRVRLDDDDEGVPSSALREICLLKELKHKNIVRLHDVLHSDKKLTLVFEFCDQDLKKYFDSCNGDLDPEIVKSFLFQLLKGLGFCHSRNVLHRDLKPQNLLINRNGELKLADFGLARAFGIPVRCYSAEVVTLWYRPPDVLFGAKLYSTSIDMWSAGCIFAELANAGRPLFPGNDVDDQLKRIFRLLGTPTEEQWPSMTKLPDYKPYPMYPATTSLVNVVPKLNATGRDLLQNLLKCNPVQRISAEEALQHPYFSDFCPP
Target sequence (Q15078 whole entry, looked up): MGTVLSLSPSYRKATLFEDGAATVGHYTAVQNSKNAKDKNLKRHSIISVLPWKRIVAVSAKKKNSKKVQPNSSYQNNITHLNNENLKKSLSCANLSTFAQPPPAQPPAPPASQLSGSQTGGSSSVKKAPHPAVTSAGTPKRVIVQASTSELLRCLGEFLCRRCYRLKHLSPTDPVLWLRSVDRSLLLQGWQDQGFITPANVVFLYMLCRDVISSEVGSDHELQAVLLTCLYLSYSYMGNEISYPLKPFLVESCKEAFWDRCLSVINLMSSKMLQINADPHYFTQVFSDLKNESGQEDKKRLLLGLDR
PKA-R2B act: PKA-R2B complex activation. activation, % at 11.4 µM. PKA-R2B holoenzyme dissociation, Cy5-IP20 fluorescence polarization; R2B truncated from residue 108, S112A mutant; 0% DMSO only, 100% 113 µM cGMP. AID 504700. hit rate 0.079% among 340,000. P22694+P31323;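 active means activation above a cutoff set at the mean over all compounds plus 3 SD, cut at about 18% in these data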;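 further: higher means more holoenzyme dissociation and a rise in polarization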
Target sequence (P31323 whole entry, looked up, other chains not shown, the tested form may be a part): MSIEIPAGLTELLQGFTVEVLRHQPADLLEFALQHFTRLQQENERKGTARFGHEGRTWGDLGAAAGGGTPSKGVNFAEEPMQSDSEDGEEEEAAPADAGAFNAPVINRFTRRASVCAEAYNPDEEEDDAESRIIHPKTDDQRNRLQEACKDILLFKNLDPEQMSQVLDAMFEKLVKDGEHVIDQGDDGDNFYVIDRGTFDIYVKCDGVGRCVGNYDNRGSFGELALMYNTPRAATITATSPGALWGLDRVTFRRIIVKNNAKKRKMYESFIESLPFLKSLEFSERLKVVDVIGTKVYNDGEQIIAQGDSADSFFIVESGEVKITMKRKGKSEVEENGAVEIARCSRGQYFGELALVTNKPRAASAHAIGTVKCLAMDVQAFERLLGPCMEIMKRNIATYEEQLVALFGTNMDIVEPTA
DAGLB inhibitor: diacylglycerol lipase beta (human) inhibition; Q8NCG7; HEK293T DAGLB membrane lysate, EnzChek fluorogenic substrate; inhibition, % at 5.17 µM; hit rate 0.059% among 340,000; AID 504411; in the data active means inhibition above about 34%;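 further: 0% = enzyme with vehicle and 100% = wells lacking enzyme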
AddAB inh: less growth of phage-infected E. coli with AddAB; E. coli expressing H. pylori AddAB, absorbance growth; inhibition, % at 11.9 µM; hit rate 0.29% among 330,000; AID 435030; in the data active means inhibition above about 12%;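 further: 0% = vehicle wells of infected cells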
HTR5A inv ag: counter-screen for OPRM1-OPRD1 inverse agonists: human HTR5A inverse agonism; AID 504634; inhibition, % at 9.3 µM; hit rate 0.083% among 340,000; HTR5A cell line, luminescence; in the data active means inhibition mostly above about 23%, no sharp cut-off; inactive means mostly below about 18%;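 further: 0% = cells with DMSO and 100% = no-cell wells with DMSO; some compounds called inactive have numbers as strong as hits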
phage Ecoli inh: E. coli growth loss with phage present; hit rate 0.26% among 360,000; AID 651602; growth absorbance; inhibition, % at 11.9 µM; in the data active means inhibition above about 11%
HTR5A ag: HTR5A agonism, opioid heterodimer counter-screen; hit rate 0.61% among 340,000; activation, % at 9.3 µM; HTR5A agonist assay, luminescence, cell-based; P47898; in the data active means activation mostly above about 9.5%, no sharp cut-off; inactive means mostly below about 7.6%;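 further: 0% = cells with vehicle only and 100% = reference agonist; strong numbers were not always called active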
Starred values were filed as active, the others as inactive.

CNC(=O)c1ccc(-n2nc(C)cc2-c2ccccc2)cc1 was read as E coli growth -2.9, PKA-R1A activ 4, Tat transport 2, SUMO Mot1 rescue -6, CDK5 inh 0.7, PKA-R2B act 4, DAGLB inhibitor -3, AddAB inh -0.7, HTR5A inv ag -23, phage Ecoli inh 2.7 and HTR5A ag 1.
For CCOc1cccc(CNCCSc2nnnn2C)c1 the results were E coli growth 3.2, PKA-R1A activ -12, Tat transport -7, SUMO Mot1 rescue -10, CDK5 inh 1.3, PKA-R2B act -9, DAGLB inhibitor 0, AddAB inh 2.2, HTR5A inv ag 12, phage Ecoli inh 1.5 and HTR5A ag -1.
`c1ccc(CSC2=NNC(c3ccccn3)S2)cc1` (stereo not given) gave E coli growth 2.3, PKA-R1A activ 1, Tat transport 6, SUMO Mot1 rescue -9, CDK5 inh -1.1, PKA-R2B act -2, DAGLB inhibitor 3, AddAB inh 11, HTR5A inv ag 17, phage Ecoli inh 5.0 and HTR5A ag 5.
For COc1ccccc1-c1cc(C(=O)Nc2cccnc2)no1 the results were E coli growth -0.9, PKA-R1A activ 19*, Tat transport 1, SUMO Mot1 rescue 10, CDK5 inh -1.7, PKA-R2B act -11, DAGLB inhibitor -3, AddAB inh 0.3, HTR5A inv ag -11, phage Ecoli inh -0.2 and HTR5A ag -1.
O=C(COC(=O)c1ccc(N2CCCC2=O)cc1)Nc1ccccc1 was read as E coli growth -0.5, PKA-R1A activ -10, Tat transport 2, SUMO Mot1 rescue 11, CDK5 inh -0.4, PKA-R2B act 0, DAGLB inhibitor -6, AddAB inh 3.1, HTR5A inv ag -21, phage Ecoli inh 0.9 and HTR5A ag 9.
`Cc1ccccc1-c1cc2nc(C)c(C)c(=O)n2[nH]1` gave PKA-R1A activ -5, Tat transport 8, SUMO Mot1 rescue 2, CDK5 inh -1.2, PKA-R2B act 3, DAGLB inhibitor 0, HTR5A inv ag -4, phage Ecoli inh 3.2 and HTR5A ag 1.
For CCCC(=N)C1=C(O)CC(CC(C)SCC)CC1=O (stereo not given) the results were E coli growth -3.0, PKA-R1A activ -1, Tat transport -2, SUMO Mot1 rescue 54, CDK5 inh 1.0, PKA-R2B act -6, DAGLB inhibitor 1, AddAB inh 2.4, HTR5A inv ag 13, phage Ecoli inh 3.2 and HTR5A ag -5.
For CCOC(=O)C1=C(C)NC(C)=C(C(=O)OCC)C1C(=O)OCC(=O)NCc1ccc(F)cc1 the results were E coli growth -1.9, PKA-R1A activ 11, Tat transport 4, SUMO Mot1 rescue -11, CDK5 inh -0.2, PKA-R2B act -5, DAGLB inhibitor -4, AddAB inh -1.3, HTR5A inv ag 16, phage Ecoli inh 1.1 and HTR5A ag 2.
`O=[N+]([O-])c1cc(-c2ncccn2)cs1` gave E coli growth 13*, PKA-R1A activ 8, Tat transport -1, SUMO Mot1 rescue -17, CDK5 inh 0.7, PKA-R2B act -1, DAGLB inhibitor 1, AddAB inh 17*, HTR5A inv ag 5, phage Ecoli inh 9.6 and HTR5A ag -2.
For CCCC(=O)Nc1cccc(NC(=O)c2ccc(C)c([N+](=O)[O-])c2)c1 the results were E coli growth 3.0, PKA-R1A activ -3, Tat transport -3, SUMO Mot1 rescue -21, CDK5 inh 0.7, PKA-R2B act 3, DAGLB inhibitor 0, AddAB inh 4.2, HTR5A inv ag -29, phage Ecoli inh 6.4 and HTR5A ag -6.
O=C(Nc1c[nH]c(=O)[nH]c1=O)c1ccccc1Cl was read as PKA-R1A activ -1, Tat transport 3, SUMO Mot1 rescue 33, CDK5 inh -0.8, PKA-R2B act 8, DAGLB inhibitor -3, HTR5A inv ag -10, phage Ecoli inh 3.2 and HTR5A ag 4.
Screening Fc1ccc(N2CCN(/C=C/c3nnnn3-c3ccccc3)CC2)cc1 returned E coli growth 1.3, PKA-R1A activ 4, Tat transport -12, SUMO Mot1 rescue 18, CDK5 inh 0.8, PKA-R2B act 5, DAGLB inhibitor -1, AddAB inh 1.3, HTR5A inv ag -18, phage Ecoli inh 0.1 and HTR5A ag 5.
Screening O=C(Nc1ccccc1C(F)(F)F)c1ncn[nH]1 returned E coli growth 2.7, PKA-R1A activ 1, Tat transport 0, SUMO Mot1 rescue -8, CDK5 inh 1.4, PKA-R2B act 5, DAGLB inhibitor 2, AddAB inh 2.3, HTR5A inv ag 5, phage Ecoli inh 0.9 and HTR5A ag -1.
`CCOC(=O)Cn1c2ccc(OC)cc2c2nc3ccccc3nc21` gave E coli growth 1.5, PKA-R1A activ -11, Tat transport 3, SUMO Mot1 rescue -24, CDK5 inh -1.8, PKA-R2B act -5, DAGLB inhibitor -7, AddAB inh 5.9, HTR5A inv ag 0, phage Ecoli inh 3.3 and HTR5A ag -1.
Screening COc1cccc(OC)c1C(=O)OCC(=O)N1CC(C)CC(C)C1 (stereo not given) returned E coli growth 0.3, PKA-R1A activ 9, Tat transport 1, SUMO Mot1 rescue -5, CDK5 inh -0.3, PKA-R2B act -1, DAGLB inhibitor -1, AddAB inh 3.7, HTR5A inv ag 15, phage Ecoli inh 0.6 and HTR5A ag -6.
Screening COCCSc1ccccc1C(=O)Nc1ccc([N+](=O)[O-])cc1OC returned E coli growth 2.7, PKA-R1A activ -2, Tat transport 4, CDK5 inh -0.9, PKA-R2B act 9, DAGLB inhibitor -3, AddAB inh 0.2, HTR5A inv ag 21, phage Ecoli inh 2.6 and HTR5A ag -3.
CC(=O)Nc1ccc(NC(=O)Nc2ccc(C)cc2C)cc1 was read as E coli growth -1.7, PKA-R1A activ 6, Tat transport 3, SUMO Mot1 rescue 7, CDK5 inh -0.9, PKA-R2B act 11, DAGLB inhibitor 1, AddAB inh 3.5, HTR5A inv ag 3, phage Ecoli inh 5.1 and HTR5A ag -1.
CC(C)(C)N1C(=O)c2ccc(C(=O)Nc3ccc(C(=O)O)cc3)cc2C1=O was read as E coli growth 2.2, PKA-R1A activ -8, Tat transport -1, SUMO Mot1 rescue -20, CDK5 inh 1.0, PKA-R2B act -6, DAGLB inhibitor 1, AddAB inh -0.3, HTR5A inv ag -9, phage Ecoli inh 2.0 and HTR5A ag 2.
Screening OCCC#Cc1ccc(CN2CCN(Cc3ccsc3)C(CCO)C2)cc1 (stereo not given) returned E coli growth -0.4, PKA-R1A activ -3, Tat transport 2, SUMO Mot1 rescue -19, CDK5 inh 0.3, PKA-R2B act -8, DAGLB inhibitor 0, AddAB inh -0.7, HTR5A inv ag 11, phage Ecoli inh 4.2 and HTR5A ag -2.
For O=C(NCC(=O)N1CCC2(CC1)NCCc1[nH]cnc12)c1ccc(Br)cc1 the results were E coli growth 1.3, PKA-R1A activ -7, Tat transport -6, SUMO Mot1 rescue -21, PKA-R2B act -2, DAGLB inhibitor -1, AddAB inh 2.9, HTR5A inv ag -24, phage Ecoli inh 0.6 and HTR5A ag -1.
`COc1cccc(CC(=O)OCC(=O)Nc2c(C)nn(-c3ccccc3)c2C)c1` gave PKA-R1A activ -17, Tat transport 0, CDK5 inh 0.2, PKA-R2B act -1, DAGLB inhibitor 2, HTR5A inv ag 8, phage Ecoli inh 2.9 and HTR5A ag -6.
O=C(Cc1ccc(Cl)cc1)Nc1ccccc1N1CCN(C(=O)c2ccccc2)CC1 was read as E coli growth 0.0, PKA-R1A activ -2, Tat transport 10, SUMO Mot1 rescue -14, CDK5 inh 0.7, PKA-R2B act 1, DAGLB inhibitor 1, AddAB inh 3.2, HTR5A inv ag -1, phage Ecoli inh 1.5 and HTR5A ag 2.
COc1ccc(NC(=O)CSc2nccn2Cc2ccccc2)cc1 was read as E coli growth -1.4, PKA-R1A activ 4, Tat transport 7, SUMO Mot1 rescue -10, CDK5 inh 0.8, PKA-R2B act -7, DAGLB inhibitor -1, AddAB inh 1.1, HTR5A inv ag -15, phage Ecoli inh -0.9 and HTR5A ag 5.
For CC(C)CN(C(=O)CCNC(=O)c1ccc(Cl)cc1)c1c(N)n(CC(C)C)c(=O)[nH]c1=O the results were E coli growth 1.2, PKA-R1A activ -21, Tat transport 14, SUMO Mot1 rescue -9, CDK5 inh -4.2, PKA-R2B act -9, DAGLB inhibitor 1, AddAB inh 0.6, HTR5A inv ag -1, phage Ecoli inh 3.2 and HTR5A ag 3.
COc1cc2cc(C(c3nnnn3Cc3ccc(F)cc3)N3CCCCCC3)c(=O)[nH]c2cc1OC (stereo not given) was read as E coli growth -3.3, PKA-R1A activ -6, Tat transport inconclusive, SUMO Mot1 rescue 5, CDK5 inh -0.9, PKA-R2B act -5, DAGLB inhibitor 0, AddAB inh 1.3, HTR5A inv ag 16 and HTR5A ag -1.
S=C(Nc1ccccc1Cl)NC1CCC(NC(=S)Nc2ccccc2Cl)CC1 (stereo not given) was read as E coli growth -0.8, PKA-R1A activ -1, Tat transport -1, SUMO Mot1 rescue 6, CDK5 inh -1.3, PKA-R2B act 2, DAGLB inhibitor -2, AddAB inh 0.4, HTR5A inv ag -3, phage Ecoli inh 3.8 and HTR5A ag 2.
`CCC(=O)Nc1cccc(NC(=S)NC(=O)c2ccc(Cl)cc2Cl)c1` gave E coli growth 1.4, PKA-R1A activ -4, Tat transport 3, SUMO Mot1 rescue 3, CDK5 inh -1.3, PKA-R2B act -10, DAGLB inhibitor -2, AddAB inh 2.4, HTR5A inv ag 13, phage Ecoli inh 1.4 and HTR5A ag -5.
Screening CCOc1ccc(NC(=O)NC2CCCCCCC2)cc1 returned PKA-R1A activ -22, Tat transport 3, SUMO Mot1 rescue 17, CDK5 inh 0.8, PKA-R2B act -6, DAGLB inhibitor -4, HTR5A inv ag -11, phage Ecoli inh 1.6 and HTR5A ag 3.
C/[N+]([O-])=C\c1cccc(OCCN2CCN(c3ncc(C(F)(F)F)cc3Cl)CC2)c1 was read as E coli growth -2.1, PKA-R1A activ -4, Tat transport 6, SUMO Mot1 rescue 103, CDK5 inh 1.3, PKA-R2B act 2, DAGLB inhibitor -2, AddAB inh -0.3, HTR5A inv ag -11, phage Ecoli inh 0.4 and HTR5A ag 3.

Copied from the entries so far (three entries):
`CCC(=O)Nc1cccc(NC(=S)NC(=O)c2ccc(Cl)cc2Cl)c1` gave E coli growth 1.4, PKA-R1A activ -4, Tat transport 3, SUMO Mot1 rescue 3, CDK5 inh -1.3, PKA-R2B act -10, DAGLB inhibitor -2, AddAB inh 2.4, HTR5A inv ag 13, phage Ecoli inh 1.4 and HTR5A ag -5.
Screening CCOc1ccc(NC(=O)NC2CCCCCCC2)cc1 returned PKA-R1A activ -22, Tat transport 3, SUMO Mot1 rescue 17, CDK5 inh 0.8, PKA-R2B act -6, DAGLB inhibitor -4, HTR5A inv ag -11, phage Ecoli inh 1.6 and HTR5A ag 3.
C/[N+]([O-])=C\c1cccc(OCCN2CCN(c3ncc(C(F)(F)F)cc3Cl)CC2)c1 was read as E coli growth -2.1, PKA-R1A activ -4, Tat transport 6, SUMO Mot1 rescue 103, CDK5 inh 1.3, PKA-R2B act 2, DAGLB inhibitor -2, AddAB inh -0.3, HTR5A inv ag -11, phage Ecoli inh 0.4 and HTR5A ag 3.
